Granule exo inh: lytic granule exocytosis inhibition; inhibition, % at 10 µM; 360,000 tested, 0.66% active; TALL-104 LAMP-1 surface exposure, flow cytometry; cells stimulated with thapsigargin and PMA;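 active means inhibition above about 55%, limit read from the data; inconclusive means no clear call, values can overlap the other calls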
Vif imaging: blocks HIV Vif function; HEK293T cells, Vif self-association by quenched fluorescence, imaging, 24 h; 340,000 tested, 0.35% active; inhibition, % at 7.49 µM; in the data active means inhibition above about 50%, passing the limit was not always enough; inconclusive means no clear call, values can overlap the other calls; inactive means below about 31%; further: some results filed as inactive read as strong as hits
m5-HT2A agonist: agonists of mouse serotonin 5-HT2A receptor (HTR2A). P35363. CHO-K1 mHTR2A beta-arrestin complementation, luminescence; percent of 30 µM serotonin response. activation, % at 7.6 µM. 360,000 tested, 0.66% active;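 active means activation above a run cutoff, the mean activation of all tested compounds plus 3 SD, cut at about 14% in these data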;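 further: 0% = plate median of compound wells and 100% = 30 µM serotonin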
Target sequence (P35363 whole entry, looked up): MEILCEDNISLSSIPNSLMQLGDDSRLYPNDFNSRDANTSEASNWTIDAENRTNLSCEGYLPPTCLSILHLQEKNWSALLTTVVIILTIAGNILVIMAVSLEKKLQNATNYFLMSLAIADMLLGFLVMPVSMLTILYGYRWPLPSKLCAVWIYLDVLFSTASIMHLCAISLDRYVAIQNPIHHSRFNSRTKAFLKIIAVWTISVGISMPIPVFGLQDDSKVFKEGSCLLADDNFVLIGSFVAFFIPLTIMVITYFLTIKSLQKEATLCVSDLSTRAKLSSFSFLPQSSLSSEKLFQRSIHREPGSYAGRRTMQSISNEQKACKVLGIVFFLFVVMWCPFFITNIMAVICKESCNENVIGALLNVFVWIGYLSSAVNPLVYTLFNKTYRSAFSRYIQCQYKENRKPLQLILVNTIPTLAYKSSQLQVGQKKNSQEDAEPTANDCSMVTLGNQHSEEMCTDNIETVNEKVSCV
CaV13 FRET inh: Disruptors of the CACNA1D IQ motif to Ca2+-dependent inactivation inhibitor domain association, primary screening, Förster resonance energy transfer in intact living … | HEK cells, CFP/YFP FRET ICDI-IQ, plate reader, 10 min; percent FRET-ratio fall versus neutral wells | inhibition, % at 12.3 µM | 340,000 tested, 0.098% active | AID 743397;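 active means mean replicate inhibition of at least 30% and at least 1% of replicates passing that level; inconclusive means only one of the two criteria is met; inactive means neither criterion is met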;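 further: 0% = median of the neutral control wells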
iPSC survival up: increases survival of single human iPS cells; hiPSC single-cell survival, ATPlite luminescence; 100% = ROCK inhibitor wells, 0% = DMSO; survival enhancement, % at 20 µM; 360,000 tested, 0.044% active; AID 602274; in the data active means survival enhancement above about 18%;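 further: cells exposed to compounds for 16 hours before the ATP read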
aDG glyco act: alpha-DG glycosylation activation | Pro5-aDG cells, alpha-DG glycosylation AlphaScreen (IIH6); 0% Pro5, 100% B10-LARGE cell signal | activation, % at 10 µM | 360,000 tested, 0.22% active | AID 624168;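 active means activation of at least 8% versus controls, or a plate z-score of at least 8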;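 further: Pro5 are CHO cells carrying HIG-tagged alpha-DG that lacks glycosylation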
N-glyco inh: N-linked glycosylation inhibition | AID 588692 | 360,000 tested, 0.23% active | reporter increase, % at 12.5 µM | D54 ERlucT glycosylation luciferase reporter, 24 h; percent of 100 nM tunicamycin response;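 active means mean luciferase reporter signal, scaled so untreated is 0 and the glycosylation-blocking control 100, at or above a set limit in every replicate; inconclusive means mean reaches the limit but not every replicate does; inactive means mean below the limit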;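 further: luciferase carries N-glycosylation sites so blocking glycosylation raises the light; 0% = median of neutral control wells and 100% = median of 100 nM tunicamycin wells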
H9c2 protect: protects H9c2 cardiomyocytes from peroxide injury. protection from H2O2 cell death, % at 20 µM. AID 588492. 360,000 tested, 0.63% active. H2O2 injury protection, ATPLite, 2 h;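 active means compounds giving at least 50% protection of heart cells from peroxide-induced death in the single-dose screen, raw or plate-pattern-corrected value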;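 further: 0% = DMSO wells with peroxide and 100% = DMSO wells without peroxide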
ABCB6 inh MLPCN: inhibitors of human ABC transporter ABCB6; Q9NP58; K562-ABCB6 porphyrin accumulation, flow cytometry, 1 h; hits give low values; fluorescence ratio to DMSO, % at 10 µM; 360,000 tested, 0.19% active; AID 602162;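 active means fluorescence ratio to DMSO below 75%, the collection mean minus 3 SD; inconclusive means too few cells collected in the well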;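 further: signal is porphyrin accumulated inside mitochondria; 100% equals median channel fluorescence of DMSO control wells; lower ratio means ABCB6 inhibition with less porphyrin fluorescence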
PDI inh: PDI (human) enzyme inhibition | 350,000 tested, 0.052% active | AID 588391 | inhibition, % at 10 µM | PDI insulin aggregation turbidity, A650, 90 min | P07237;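 active means mean inhibition across replicates of 30% or more, whatever share of single replicates reach that level; inconclusive means mean inhibition below 30% while every single replicate reaches 30%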;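 further: absorbance from insulin aggregation driven by PDI reduction with DTT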
Target sequence (P07237 whole entry, looked up): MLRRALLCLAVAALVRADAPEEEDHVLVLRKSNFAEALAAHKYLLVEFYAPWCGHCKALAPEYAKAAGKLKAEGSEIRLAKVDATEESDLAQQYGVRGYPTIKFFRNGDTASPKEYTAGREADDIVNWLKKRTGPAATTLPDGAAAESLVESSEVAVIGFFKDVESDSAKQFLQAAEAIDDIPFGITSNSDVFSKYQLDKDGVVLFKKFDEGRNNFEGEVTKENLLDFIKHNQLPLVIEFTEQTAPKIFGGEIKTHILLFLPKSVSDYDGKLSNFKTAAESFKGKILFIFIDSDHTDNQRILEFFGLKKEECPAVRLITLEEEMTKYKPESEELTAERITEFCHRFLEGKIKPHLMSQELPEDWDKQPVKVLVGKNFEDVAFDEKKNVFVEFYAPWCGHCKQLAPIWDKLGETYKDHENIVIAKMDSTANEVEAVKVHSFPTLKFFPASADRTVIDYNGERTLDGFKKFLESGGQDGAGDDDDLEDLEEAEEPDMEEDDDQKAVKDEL
The depositor's hits bear a star; ? = inconclusive; nt = no result given.

SMILES | Granule exo inh | Vif imaging | m5-HT2A agonist | CaV13 FRET inh | iPSC survival up | aDG glyco act | N-glyco inh | H9c2 protect | ABCB6 inh MLPCN | PDI inh
CCN1CCN(Cc2nc3c(c(=O)[nH]c(=O)n3C)n2Cc2ccccc2Cl)CC1 | 5 | -5 | -3 | -9 | -0.1 | 0.0 | 0 | 1 | 95 | nt
COc1ccc(CNC(=O)CN2C(=O)NC(C)(c3ccc(C(C)(C)C)cc3)C2=O)cc1 (centres undefined) | -10 | nt | 2 | -20 | 0.0 | 0.2 | 4 | -5 | 97 | -3
NC(=O)[C@H](Cc1cc2ccccc2s1)NC(=O)[C@@H]1CC2(CC(c3cccc(NC(=O)[C@@H]4CCC(=O)N4)c3)=NO2)CN1C(=O)c1ccccc1 (some centres undefined) | 8 | 33 | -2 | -3 | 0.2 | 0.0 | 1 | 1 | 100 | -4
Cc1cccc(C)c1OCC(=O)OCC(=O)c1ccc2c(c1)NC(=O)CO2 | 1 | 2 | -6 | nt | 3.9 | 0.2 | -1 | -16 | 87 | -2
CCOc1cc(C(=O)N(CC)CC(=O)Nc2c(F)cccc2F)ccc1OCC(=O)N1CCCCC1 | 29 | -7 | 0 | -6 | -0.4 | 0.6 | 1 | 4 | 100 | 3
COc1cc(/C=C(\C#N)c2nc3ccc(C)cc3[nH]2)c([N+](=O)[O-])cc1OC | 4 | -22 | -5 | nt | 0.1 | 0.3 | 2 | 85* | 105 | -21
CCCC[C@@H]1CNC(=S)N1CCc1cccc2ccccc12 | 10 | -2 | 2 | -11 | -3.3 | 0.4 | -2 | -6 | 92 | 14
O=C(N/N=C/c1ccccn1)c1c[nH]c2ccccc12 | -1 | -12 | -10 | -4 | -0.6 | 0.1 | -3 | -4 | 99 | -4
O=C(NCc1cn2ccccc2n1)c1ccco1 | 3 | 5 | 0 | -2 | -0.8 | 0.1 | -1 | 12 | 96 | nt
CCOC(=O)c1c(C)[nH]c(C(=O)NCC(c2ccco2)N2CCCCC2)c1C (centres undefined) | -7 | 24 | -5 | -5 | -2.5 | 0.2 | -3 | -6 | 102 | 2
COC(=O)c1cc2c(-c3ccccc3)cc3ccccn3c-2c1C(=O)OC | 3 | 14 | -5 | nt | 0.5 | 0.4 | 0 | 61* | 106 | 1
COC(=O)CN(c1ccc(C)cc1)S(=O)(=O)c1ccc2c(c1)n(C)c(=O)c(=O)n2C | -3 | nt | 0 | nt | 3.1 | -0.2 | 1 | 23 | 97 | -5
Clc1cccc(-c2nc3nc4ccccc4nc3n2Cc2ccco2)c1 | 1 | -16 | -3 | 0 | -2.7 | -0.2 | 2 | 4 | 89 | -5
O=C(C[C@H]1C/C=C\CC[C@H](Cc2ccc(F)cc2)C(=O)O[C@H](c2ccccc2)CNC1=O)N[C@H](CO)Cc1ccccc1 | -3 | nt | 2 | -5 | -1.2 | 0.3 | -7 | 90* | 97 | 12
CCC(Cc1ccccc1)NC(=O)CN1C(=O)CSc2ncccc21 (centres undefined) | -3 | -1 | 2 | ? | -3.7 | 0.0 | 2 | 0 | 96 | -9
O=C(CN1CCN(S(=O)(=O)c2ccc(C(F)(F)F)cc2)CC1)N1CCNC1=O | -6 | -4 | 0 | -2 | 0.4 | -0.1 | 1 | 0 | 98 | 2
CCc1ccc(NC(=O)C(=O)N/N=C(\C)CC(=O)Nc2ccc(OC)cc2)cc1 | -2 | -9 | 6 | -5 | 4.9 | -0.2 | 0 | 1 | 94 | -5
O=C1NC(Cc2ccc(O)cc2)c2nc3cc(Cl)ccc3c(=O)n2-c2cc(Cl)ccc21 (centres undefined) | 2 | 1 | -8 | -9 | 2.1 | -0.4 | -3 | -4 | 102 | 2
[O-]/C(=C(\C(=S)NCc1ccccc1)[n+]1ccccc1)c1ccc(Cl)s1 | 1 | 14 | 0 | -2 | -0.7 | 0.1 | 0 | 11 | 102 | 1
S=C(c1ccc(-c2ccccc2Cl)o1)N1CCCCC1 | -5 | -5 | 1 | -6 | -1.5 | -0.3 | -6 | -18 | 102 | 1
CCOc1c2ccc(C(=O)NCc3ccc(C)cc3)cc2nn1CCOC | -5 | 12 | -2 | -10 | 2.5 | 0.2 | 3 | -2 | 106 | -1
C[C@@]12C(=O)Nc3ccc(Cl)cc3C(=O)N1[C@H]1c3cc(Cl)ccc3OC[C@@H]1[C@@H]2c1ccccc1 | -3 | 1 | -2 | -6 | -1.1 | 0.0 | 17 | -2 | 105 | 0
C[C@H](NC(=O)C1CCN(S(=O)(=O)c2ccccc2)CC1)C(=O)NCc1ccco1 | -1 | -2 | 6 | -2 | -0.5 | 1.4 | 1 | -4 | 104 | -10
O=S(=O)(c1ccc(C(F)(F)F)cc1)N1CCN(CCOc2ccccc2)CC1 | 16 | 1 | -9 | -2 | 0.9 | -0.2 | -1 | -3 | 99 | 3
Cc1cc2cc(CNS(=O)(=O)c3ccccc3)ccc2n1C | 5 | -9 | 3 | -5 | 0.1 | -0.3 | -5 | 33 | 109 | nt
Cc1noc(/C=C/c2ccco2)c1S(=O)(=O)N1CCC(C(=O)Nc2ccc(Cl)cn2)CC1 | 6 | -4 | -4 | -5 | -3.0 | 0.0 | -8 | 0 | 94 | -1
C[C@]12c3[nH]c4cc(-c5ccco5)ccc4c3CCN1C(=O)[C@@H](CC(=O)NCCCn1ccnc1)C[C@@H]2C(=O)N1CCOCC1 | 9 | nt | 3 | nt | 0.8 | 0.4 | 2 | 5 | 102 | 7
CC(=O)Nc1ccc(NC(=O)C(C)OC(=O)CCc2c[nH]c3ccccc23)cc1 (centres undefined) | -6 | 13 | -6 | -6 | -0.2 | 0.4 | -1 | 1 | 97 | 2
CC(C)CNC(=O)COC(=O)c1cc(S(=O)(=O)N2CCCCC2)ccc1N1CCOCC1 | -1 | -18 | -3 | nt | 2.2 | -0.1 | 2 | 1 | 100 | 1
COc1ccc(C2=NOC(Cn3nc(-c4ccccc4)cc3C(=O)NCc3ccc(C)cc3)C2)cc1 (centres undefined) | -6 | -3 | -5 | -5 | 0.3 | 0.1 | -2 | 1 | 94 | 3
CSCCC(NC(=O)C1CCC(C)CC1)C(=O)NCCN1CCC(C)CC1 (centres undefined) | 6 | -6 | -2 | -17 | -0.5 | 0.2 | 0 | -2 | 100 | 18
COc1cc([N+](=O)[O-])ccc1N1C(=O)C2C3C=CC(C4CC34)C2C1=O (centres undefined) | -6 | 10 | -2 | -4 | -0.3 | 0.4 | -2 | -2 | 102 | 9
O=C(NCCCN1CCCCC1)C1CCC(CNS(=O)(=O)c2cccc3nsnc23)CC1 (centres undefined) | -5 | 3 | -3 | -5 | -0.1 | 0.1 | -2 | -2 | 92 | 6
Nc1cc(N)nc(SCC(=O)Nc2ccc3c(c2)OCCCO3)n1 | -1 | 5 | 4 | -4 | -1.4 | -0.1 | 2 | -3 | 98 | 3
Cc1c(C=Nc2ccc(S(=O)(=O)CCO)cc2)c(O)[nH]c(=O)c1C#N | -5 | -4 | -2 | -21 | -0.4 | 0.2 | 1 | -2 | 97 | 8
Cc1cccc2c3c([nH]c12)CCN(C)C3 | -4 | -2 | -14 | -20 | 1.4 | -0.1 | 3 | 8 | 100 | 6
Cc1c(N=NC2=C(O)CC(C)(C)CC2=O)cc2c(c1[N+](=O)[O-])C(C)(C)CC2(C)C | -12 | -3 | -1 | -5 | -0.6 | 0.1 | -11 | 4 | 103 | -6
COc1cccc(C(NC(C)=O)c2nc(-c3cccc(F)c3)cs2)c1 (centres undefined) | -3 | 1 | -10 | -7 | -1.7 | 0.0 | -1 | -4 | 100 | 1
COc1cc(S(=O)(=O)NCCCn2ccnc2)ccc1F | 5 | 3 | 5 | -20 | 1.3 | 0.0 | -1 | -6 | 100 | 2
O=C(NCCc1nc(-c2ccccc2Cl)no1)c1ccccc1 | -3 | 11 | -10 | -4 | -2.4 | -0.2 | -1 | -4 | 99 | 6
COc1ccc(OC)c(NC(=O)c2cccc3c2C(=O)N(C2CCCCC2)C3)c1 | 78* | -6 | 0 | -5 | -0.3 | -0.1 | -5 | 7 | 101 | -3
CCSc1nnc([C@H](Cc2ccccc2)NC(=O)OC(C)(C)C)o1 | 1 | -6 | -2 | -4 | 2.1 | 0.6 | 0 | -2 | 93 | 5
O=S(=O)(c1cccs1)N1CN(Cc2ccco2)c2nc3ccccc3nc21 | 2 | -12 | 1 | -3 | 1.5 | -0.1 | -2 | -3 | 133 | 3
CC(NC(=O)COC(=O)/C(=C/c1cccs1)c1cccs1)c1ccccc1 (centres undefined) | 3 | nt | -4 | -5 | 0.8 | 0.8 | -2 | -6 | 102 | -9
Cc1onc(-c2ccccc2)c1C(=O)NC(C)c1ccc2c(c1)OCO2 (centres undefined) | -3 | nt | 4 | -3 | 0.1 | 0.0 | -1 | 6 | 98 | -6
COc1ccc(N(CC(=O)NCc2ccc(F)cc2)S(=O)(=O)c2c(C)noc2C)cc1 | 2 | 5 | 2 | -4 | -0.6 | 0.3 | -3 | 3 | 103 | 11
CN(CCO)c1ccc(-c2n[nH]c(=O)c3ccccc23)cc1[N+](=O)[O-] | -12 | 21 | 3 | -4 | -0.4 | 0.0 | -3 | 37 | 103 | -1
CC(NC(=O)NC(=O)c1cccc(Cl)c1)c1ccccc1 (centres undefined) | 0 | -7 | -5 | -5 | -0.4 | 0.0 | 1 | -9 | 94 | -10
CCCc1nc2oc(C(=O)OCC)c(N)c2c2c1COC(C)(C)C2 | 2 | -12 | 5 | -5 | -2.1 | 0.2 | -2 | 0 | 99 | 1
CCOC(=O)C(O)(CC(=O)c1ccc(Cl)cc1)C(=O)OCC | -3 | 7 | -2 | nt | -0.3 | 0.0 | 1 | -7 | 99 | -3
Cc1ccc(-n2ncc3c(=O)n(CC(=O)N(C)C)cnc32)cc1C | -4 | 0 | 2 | -6 | -0.2 | -0.1 | 1 | 5 | 97 | -2
O=C(Nc1cccc2cccnc12)c1cccc(Cl)c1 | 6 | 0 | -1 | -2 | 0.0 | -0.1 | -1 | -5 | 101 | 0
CCOc1ccc(C(=O)NCC(=O)NNC(=O)c2cc(C)oc2C)cc1OCC | 3 | -4 | -1 | -6 | 0.2 | 0.0 | -2 | 2 | 104 | -1
CC1=C(C(=O)OCc2ccccc2)C(c2ccccc2Cl)NC(=O)N1C (centres undefined) | -15 | -4 | 3 | -2 | -0.3 | 0.0 | -1 | -6 | 100 | 1
CCC(C)(C(=O)NC1CCCC1)N(Cc1cccs1)C(=O)c1ccccn1 (centres undefined) | 0 | -1 | 0 | -3 | -1.2 | -0.1 | 0 | -2 | 99 | 1
CCCCc1cc(O)c(CCCC)c(O)c1 | 2 | -13 | -5 | nt | 4.0 | 0.1 | 3 | -6 | 98 | -3
O=S1(=O)N[C@H](Cc2ccccc2)COc2cc(N3CC[C@H](O)C3)ccc21 | 14 | nt | -4 | -11 | 1.3 | 0.0 | nt | nt | 98 | nt

From PubChem BioAssay
